# aGlu spleen mod – qHTS Assay for Inhibitors and Activators of Human alpha-Glucosidase From Spleen Homogenate; Lysosomal alpha-glucosidase (Homo sapiens), P10253; human spleen homogenate, 4-MU-alpha-glucoside fluorescence; Potency, µM (highest dose often 79.9 µM), without a hit: at the top dose activity change, negative = inhibition, actives largely listed as inhibitors; actives 0.006% (n = 240,000); AID 2112, 2009;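 note: 0% = enzyme with vehicle and -100% = no enzyme basal signal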
#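 Human spleen homogenate (1 ug) with 4-methylumbelliferyl-alpha-D-glucopyranoside (1 mM final) in 50 mM citrate/phosphate pH 5.0, 0.01% Tween-20; 40 min at 37 C. Stopped at pH 10; 4-MU fluorescence Ex 365/Em 440 nm; AC50 by Hill fit.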
# HTT ATP protect – qHTS Multiplex Assay to Identify Dual Action Probes in a Cell Model of Huntington: Cytoprotection (ATP). PC12 HTT-Q103 induced, cytoprotection, ATP luminescence, 40 h. Potency, µM (series often up to 56.4 µM), without a hit: cytoprotection (ATP increase), actives largely listed as activators. actives 0.14% (n = 230,000);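 note: % of control where 0% means no effect; nearly all actives have a fitted effect of over 45% in size; toxic huntingtin expression switched on by the ecdysone agonist tebufenozide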
#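 Readout: ATPlite luminescence (ATP level). Model: stable PC12, inducible Htt exon1 Q103-GFP. Inducer: tebufenozide, 100 nM final. Compounds: dose series. No G418 in medium.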
# aGal spleen mod – qHTS Assay for Inhibitors and Activators of Human alpha-Galactosidase From Spleen Homogenate; Alpha-galactosidase A (Homo sapiens), P06280; human spleen homogenate, 4MU-alpha-Gal fluorescence, 40 min; Potency, µM (highest dose often 80 µM), for inactives: top-dose activity change, negative = inhibition, actives largely listed as inhibitors; actives 0.008% (n = 240,000); AID 2107, 2009;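 note: 0% = enzyme with vehicle and -100% = no enzyme basal signal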
# Target sequence (P06280 32-429 limits assumed): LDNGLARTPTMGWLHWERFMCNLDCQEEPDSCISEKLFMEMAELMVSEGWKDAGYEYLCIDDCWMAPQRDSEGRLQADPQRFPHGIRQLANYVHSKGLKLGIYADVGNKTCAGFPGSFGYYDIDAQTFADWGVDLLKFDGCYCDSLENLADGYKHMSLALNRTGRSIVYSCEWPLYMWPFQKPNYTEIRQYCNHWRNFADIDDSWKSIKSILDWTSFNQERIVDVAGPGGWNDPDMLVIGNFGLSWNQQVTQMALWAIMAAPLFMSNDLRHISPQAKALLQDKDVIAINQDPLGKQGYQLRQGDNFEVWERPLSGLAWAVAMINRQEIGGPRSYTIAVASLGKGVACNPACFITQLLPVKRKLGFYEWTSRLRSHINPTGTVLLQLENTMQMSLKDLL
#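 qHTS titration in buffer at pH 5.0. Alpha-galactosidase activity in spleen homogenate was measured via 4-methylumbelliferone release from 1 mM fluorogenic substrate after 40 min at 37C and a pH 10 stop. AC50 came from Hill fits of control-normalized data.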
# Tau fibril ThT – qHTS for Inhibitors of Tau Fibril Formation, Thioflavin T Binding | AID 1460, 2008 | Potency, µM (top dose mostly 57.4 µM), for inactives: top-dose activity, negative = inhibition, hits mostly inhibitors | recombinant tau K18 P301L, heparin-induced fibrillization, ThT fluorescence | actives 2.1% (n = 270,000) | Microtubule-associated protein tau (Homo sapiens), P10636; note: % is set by controls: 0 for no effect and ±100 for the full control effect; nearly all actives have a fitted effect of over 55% in size
# Target sequence (P10636 561-689 P618L limits assumed): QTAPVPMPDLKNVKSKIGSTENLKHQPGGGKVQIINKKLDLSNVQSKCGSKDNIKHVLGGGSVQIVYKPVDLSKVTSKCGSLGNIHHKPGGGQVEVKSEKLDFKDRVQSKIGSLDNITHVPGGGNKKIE
#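 Heparin-induced (20 uM) aggregation of recombinant human K18 P301L tau, 15 uM unlabeled with 0.24 uM labeled, pH 7 acetate buffer, 6 hr at 37 C with compound. Fibrils quantified by 30 uM ThT fluorescence after 1 hr ambient incubation.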
# Tau fluor cs – Counterscreen qHTS for Inhibitors of Tau Fibril Formation, Fluorescence Polarization; AID 1463, 2008; tau K18 P301L (four-repeat tau fragment) Alexa594 fluorescence, heparin fibrillization; Potency, µM (doses to about 57.7 µM), for inactives: at the top dose activity change, negative = decrease; actives 0.93% (n = 280,000); note: % is set by controls: 0 for no effect and ±100 for the full control effect; nearly all actives have a fitted effect of over 55% in size
#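 Human K18 P301L tau (15 uM unlabeled plus 0.24 uM Alexa 594-labeled, final) in 100 mM sodium acetate pH 7 was mixed with compound and 20 uM heparin and incubated 6 hr at 37 C.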
# Tau fibril FP – qHTS for Inhibitors of Tau Fibril Formation, Fluorescence Polarization; K18 P301L tau heparin fibrillization, Alexa594 FP, 6 h; AID 1468, 2008; actives 0.39% (n = 280,000); Potency, µM (highest dose often 57.7 µM), for inactives: at the top dose activity, negative = inhibition, most hits filed as inhibitors; note: % is set by controls: 0 for no effect and ±100 for the full control effect; nearly all actives have a fitted effect of over 55% in size
#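 Read-out: fluorescence polarization of Alexa 594-labeled tau (0.24 uM), 555 nm excitation, 632 nm emission. Mixtures held 15 uM unlabeled K18 P301L, compound and 20 uM heparin, pH 7 acetate buffer, incubated 6 hr at 37 C.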
# GAA inh – qHTS Assay for Inhibitors of Human alpha-Glucosidase as a Potential Chaperone Treatment of Pompe Disease. actives 0.005% (n = 200,000). AID 1466, 2008. Potency, µM (series often up to 76.9 µM), for inactives: at the top dose activity change, negative = inhibition, most hits filed as inhibitors. purified human GAA, 4-MU-alpha-glucoside fluorescence;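 note: plate controls were uninhibited enzyme wells for no effect and no-enzyme background for full effect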
#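 qHTS format, compound range up to 77 uM. Human lysosomal enzyme at 4 nM, 400 uM 4-MU glucoside substrate, pH 5.0, 20 min room temperature; fluorescence after alkaline stop gives activity normalized to controls.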
# GAA glycogen mod – qHTS Assay for Inhibitors and Activators of Human alpha-Glucosidase Cleavage of Glycogen; recombinant GAA, glycogen substrate, Amplex Red glucose oxidase fluorescence; Potency, µM (top dose mostly 76.4 µM), for the others: at the top dose activity change, negative = inhibition, actives largely listed as inhibitors; actives 0.38% (n = 300,000); Lysosomal alpha-glucosidase (Homo sapiens), P10253;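 note: 0% = full enzyme reaction and -100% = no-enzyme basal signal; the screen sought inhibitors and activators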
#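 Natural-substrate format: glycogen cleavage by 4 nM human enzyme, glucose read by Amplex Red coupling (Ex 573, Em 610 nm). Normalized to enzyme and no-enzyme controls.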
# An asterisk follows results filed as active; ? = inconclusive; . = no result given; & = joins results of further samples; [ ] = dose if it differs, or a comment. Calls come from the whole dose curve; as a rule, active = well fitted curve in the direction sought with a large enough effect; inconclusive = small, poorly fitted or top-dose-only effect, or another doubt; inactive = no such curve, though single readings can be large; an effect the other way counts as inactive or inconclusive. Potency is the fitted concentration of half-maximal effect. Hits appear at their usual frequency (roughly 3.3% active in at least one column).
SMILES,aGlu spleen mod,HTT ATP protect,aGal spleen mod,Tau fibril ThT,Tau fluor cs,Tau fibril FP,GAA inh,GAA glycogen mod
N=c1c2c(-c3ccccc3)c(-c3ccccc3)oc2ncn1Cc1ccco1,-5.0%,-38.6%[inhibitor],3.5%,?,-20.2%,0.6%,-32.4%,-7.3%
COc1cccc(OC)c1C(=O)Nc1ccc(N2CCN(S(C)(=O)=O)CC2)cc1,-4.3%,19.2%[10 µM],?,-8.4%,-3.1%,-0.5%,-4.0%,1.5%
N#Cc1c(-n2cccc2/C=N/O)sc2c1CCCC2,0.1%,7.3%,-2.3%,-9.0%,-18.7%,-2.6%,-10.1%,-0.2%
CN(C(=O)C1CCN(c2ncnc3c2nc2n3CCCCC2)CC1)c1ccccc1F,.,.,.,-8.6%,-8.0%,-5.6%,.,13.9%[76.3 µM]
CCc1ccc(C2CC(=O)Nc3cc4c(cc32)OCO4)cc1 (stereo not drawn),.,.,.,-7.9%,-16.8%,1.4%,.,1.7%[76.3 µM]
Cc1cc(O)c(NC(=O)c2cccc([N+](=O)[O-])c2)cc1C,6.3%,-6.2%[10 µM],9.3%,-8.1%,-18.1%,2.9%,.,-26.2%
O=C(CSc1ncccc1-c1nc2ccccc2[nH]1)NC1CC1,3.0%,-23.9%[10 µM],-9.8%,-8.2%,-12.2%,0.1%,6.2%,-0.3%
CCOc1ccc(C2Nc3c(C)cccc3-c3cc(C)nn32)cc1 (stereo not drawn),.,.,.,-8.3%,?,14.6%,.,?
COCCCNC(=O)CN1C(=O)c2ccccc2C1=O,-2.4%,-3.7%,-1.8%,-13.3%,-6.7%,-4.2%,-2.5%,8.0%
CC(C(=O)N1CCCCC1)n1sc2ccccc2c1=O (stereo not drawn),-0.7%,30.1%[10 µM],-2.4%,-7.2%,-0.3%,-7.1%,?,-7.6%
COc1cccc(Oc2c(C)oc3c(CN4CCCCC4)c(O)ccc3c2=O)c1,15.3%,43.1%[10 µM],?,-1.5%,5.5%,0.4%,.,5.4%
CCOC(=O)CNC(=O)c1ccc(C#CC2(O)CCCCC2)cc1,-8.3%,.,-7.4%,1.3%,-4.4%,-5.2%,-1.5%,10.0%
CCCCNC(=S)NNc1c(Cl)cc(Cl)cc1Cl,-14.0%,-19.5%,1.3%,-15.7%,-4.5%,-5.6%,8.5%,-10.3%
O=c1ccc2ccc(Oc3ccc([N+](=O)[O-])cc3Cl)cc2o1,0.7%,-24.7%,1.7%,-1.5%,-19.2%,-8.7%,2.3%,3.2%
O=C(Nc1ccccc1Oc1ccccc1)c1cnccn1,1.5%,4.2%[0.074 µM],-4.5%,-1.5%,-5.2%,1.9%,-0.9%,-3.9%
Cn1nc(C(F)(F)F)c(C#N)c1N1CCN(c2ccccc2F)CC1,-10.6%,4.3%,1.5%,-2.1%,-11.8%,-4.0%,-2.5%,-1.8%
Cc1cc(C(=O)COc2cccnc2[N+](=O)[O-])c(C)n1-c1ccccc1,-0.5%,-14.1%[10 µM],-6.6%,?,-20.3%,-6.2%,-1.8%,9.7%
COCCCNC(=O)C(=O)NCCCOC(C)C,0.3%,11.6%[10 µM],-1.0%,-10.4%,-8.1%,-4.6%,8.8%,4.3%
COc1ccc(CCNC(=O)CSc2nnc(CNC(=O)c3ccco3)o2)cc1OC,3.7%,-15.4%,-1.7%,-3.3%,-10.9%,-5.3%,-5.5%,2.5%
O=C(NCc1ccc(OC(F)(F)F)cc1)C1CC(c2c(Cl)cccc2Cl)=NO1 (stereo not drawn),-9.8%,-27.4%,-8.6%,-15.7%,-23.1%,-2.1%,-4.0%,-27.4%
COc1ccccc1N(CC(O)COc1ccccc1)S(=O)(=O)c1ccccc1 (stereo not drawn),-11.9%,-7.0%[10 µM],-12.7%,-5.1%,-0.2%,3.5%,-14.6%,6.1%
COc1cccc(CN(C)C(=O)c2cc(COc3c(F)cccc3F)on2)c1,4.2%,-6.3%[10 µM],-7.8%,-17.5%,-20.1%,8.1%,-11.9%,-6.3%
COc1cc(-c2c(C#N)c(N)nc3c2CCCC3)cc(OC)c1OC,-1.1%,-18.4%[10 µM],0.0%,1.4%,-4.4%,3.7%,-1.5%,-6.4%
C1CCC(CNc2c3c(nc4nnnn24)CCCC3)CC1,2.3%,-13.1%[10 µM],6.3%,-5.3%,-2.3%,1.8%,-5.9%,-5.0%
CCCN(Cc1cc2cc(C)ccc2[nH]c1=O)C(=O)c1cccc(Cl)c1,.,.,.,-9.2%,-11.4%,-6.0%,.,-9.9%[76.3 µM]

# Entries of single compounds from above. Order of screens: aGlu spleen mod, HTT ATP protect, aGal spleen mod, Tau fibril ThT, Tau fluor cs, Tau fibril FP, GAA inh, GAA glycogen mod
# Entry for `O=C(Nc1ccccc1Oc1ccccc1)c1cnccn1` → 1.5%, 4.2%[0.074 µM], -4.5%, -1.5%, -5.2%, 1.9%, -0.9%, -3.9%
# Entry for `CCOC(=O)CNC(=O)c1ccc(C#CC2(O)CCCCC2)cc1` → -8.3%, ., -7.4%, 1.3%, -4.4%, -5.2%, -1.5%, 10.0%

# Carrying on:
SMILES,aGlu spleen mod,HTT ATP protect,aGal spleen mod,Tau fibril ThT,Tau fluor cs,Tau fibril FP,GAA inh,GAA glycogen mod
CCN1C2=C(C(=O)CCC2)C(c2ccc(O)c(Br)c2)C2=C1CCCC2=O,-0.2%,11.7%,2.1%,-15.8%,-12.9%,1.6%,-2.9%,-2.0%
O=C(c1ccccc1)c1ccccc1C(=O)N1CCOCC1,?,-6.0%[0.074 µM],-2.8%,-4.5%,-5.1%,-0.5%,0.8%,5.4%
Cc1ccccc1NC(=O)CSc1nnc(-c2ccco2)c(-c2ccco2)n1,-8.5%,-21.0%,-12.6%,7.94µM*,?,8.91µM*,-8.6%,?
Cc1cc(C)cc(NS(=O)(=O)c2ccc3[nH]cc(C(=O)NCc4ccco4)c(=O)c3c2)c1,-1.2%,-38.4%[10 µM],6.1%,-0.1%&-11.1%,?,?,1.6%,-3.3%
COc1ccc(-n2ncc(S(=O)(=O)c3ccccc3)c2-c2ccc(Cl)cc2)cc1,-2.9%,-9.7%[10 µM],-3.2%,-10.7%,-29.0%,-6.5%,?,-1.3%
COc1nc(Oc2ccc(C(=O)OCC(N)=O)cc2)nc(N(C)C)n1,-3.7%,11.1%,2.2%,-8.8%,-7.4%,6.6%,2.4%,-9.2%
O=c1[nH]c(SCc2ccccc2)nc2c1cnn2-c1ccc(F)cc1,-0.5%,-15.4%[10 µM],0.7%,9.9%,10.3%,-1.6%,.,-3.0%
O=C(N/N=C/c1c(F)cccc1Cl)c1ccc(Cn2cc(Br)cn2)o1,-2.0%,.,-9.8%,4.9%,-0.3%,6.6%,-2.5%,7.7%
CC(=O)Nc1ccc(S(=O)(=O)N2CCN(Cc3cccs3)CC2)cc1,-3.8%,.,5.0%,0.7%,-7.3%,-4.2%,?,-4.8%
CCOC(=O)c1c(NC(=O)C2COc3ccccc3O2)sc(C(C)=O)c1C (stereo not drawn),0.0%,-6.9%,3.1%,-12.8%,-8.3%,-6.9%,-3.4%,10.4%
O=C(Cn1cc([N+](=O)[O-])cn1)NCCc1c[nH]c2ccccc12,.,4.7%,-4.9%,-14.8%,-10.8%,3.3%,-0.3%,-7.2%
Cn1ccnc1SCC(=O)Nc1cccc2ccccc12,-8.7%,-3.2%,0.6%,2.3%,-5.9%,-2.8%,-2.4%,-1.0%
CNS(=O)(=O)c1cccc2nsnc12,6.1%,-12.1%[10 µM],13.1%,-7.2%,-7.6%,-1.3%,-4.4%,0.7%
Cc1ccc(-c2ccc(=O)n(CC(=O)Nc3ccc(C)cc3Cl)n2)cc1,.,.,.,1.4%,-19.8%,9.5%,.,7.5%[76.3 µM]
CCN(c1ccc(NC(=O)COC(=O)c2cc3ccccc3oc2=O)cc1)C(C)C,4.5%,-25.2%,0.0%,-9.8%,-23.1%,5.6%,-0.2%,-2.4%
Fc1ccc(CNC(=S)NCc2ccc(F)cc2)cc1,0.5%,1.5%[10 µM],7.4%,4.1%,-12.3%,-4.0%,-5.1%,7.1%
Cc1ccc2c(c1)N(CC(=O)N(Cc1ccc3c(c1)OCO3)CC1CCCO1)C(=O)C(C)O2 (stereo not drawn),-3.9%,-19.0%[10 µM],1.3%,-14.5%,-3.9%,2.5%,0.6%,-3.4%
CCc1c(C)sc(NC(=O)c2ccco2)c1C(=O)N1CCCCC1,0.9%,1.0%,-3.8%,?,-2.9%,-0.7%,-8.5%,-7.1%
O=C(NCc1n[nH]c(=S)n1-c1cccc(C(F)(F)F)c1)c1ccc(S(=O)(=O)N2CCCC2)cc1,-4.0%,-20.1%,-4.1%,-1.0%,-16.0%,-12.8%,-3.5%,-6.2%
COc1ccc(OC)c(NC(=O)C(=O)NNC(=O)COc2ccc(Br)cc2C)c1,-7.5%,11.0%[10 µM],0.1%,-19.6%,-10.1%,-3.2%,4.0%,14.6%
Cc1ccc(NC(=O)COC(=O)c2ccc3c(c2)NC(=O)C2CCCN32)cc1 (stereo not drawn),-5.3%,-11.8%,-4.1%,?,?,-6.7%,9.9%,-12.8%

# Results in GAA glycogen mod, GAA inh and Tau fluor cs (3 entries from above):
canonical_smiles | GAA glycogen mod | GAA inh | Tau fluor cs
Cn1ccnc1SCC(=O)Nc1cccc2ccccc12 | -1.0% | -2.4% | -5.9%
CCc1c(C)sc(NC(=O)c2ccco2)c1C(=O)N1CCCCC1 | -7.1% | -8.5% | -2.9%
Cc1cc(C)cc(NS(=O)(=O)c2ccc3[nH]cc(C(=O)NCc4ccco4)c(=O)c3c2)c1 | -3.3% | 1.6% | ?

# Bioassay records: PubChem BioAssay, National Center for Advancing Translational Sciences (NCATS)
